# CCT modulator – cytosolic chaperonin activity modulation | purified chaperonin ATPase assay, HTRF ADP detection, 30 min | activity change, % (no concentration beside the values), hits read low | 360,000 compounds, 0.3% hits | AID 651819; in the data active = activity change below about -30%; note: % is set by controls: 0 for no effect and ±100 for the full control effect
#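 First, chaperonin was dispensed at 40 nM or 20 nM final depending on batch activity. Next, compounds were pinned at 76 uM and ATP added at 10 uM. After 30 min at 37 °C, ADP detection reagents ran 30 min at ambient temperature.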
# EPAC1 ag – agonists of human EPAC1; AID 720707; EPAC1 agonist qHTS, biochemical assay; response scale: 100% = response to 6.5 mM cAMP; Potency, µM (top dose mostly 154 µM), for the others: top-dose activation, hits mostly activators; 360,000 compounds, 0.073% hits; note: potency is the fitted concentration of half-maximal effect; nearly all actives have a fitted effect of over 60% in size
#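 EPAC1 100 nM, Rap1B–BODIPY-GDP 250 nM, unlabeled GDP 50 uM; compound titration; 5 min RT; kinetic read ex480/em540 at 5-min intervals ×30 min; data normalized to 6.5 mM cAMP agonist control.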
# EPAC1 antag – antagonists of human EPAC1 | O95398 | EPAC1 GEF assay, Rap1b-BODIPY-GDP exchange fluorescence | Potency, µM (top dose mostly 115 µM), inactives show top-dose activity change, negative = inhibition, hits mostly inhibitors | 360,000 compounds, 0.14% hits;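 note: potency is the fitted concentration of half-maximal effect; plate controls were vehicle for no effect and positive control for full effect; nearly all actives have a fitted effect of over 50% in size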
# IL-2 act – activates IL-2 in a cell-based reporter assay. IL-2 activation reporter assay, cell-based qHTS; stimulated with anti-CD3/CD4/CD28 beads; in transgenic mouse T cells. AID 652025. activation, % (series mostly up to about 46 µM). 360,000 compounds, 0.065% hits; in the data active = activation above about 50%; inconclusive = mostly about 30% to 49%; note: 0% is about no effect
#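 First, unstimulated transgenic mouse T cells were exposed to compound for 60 min. Next, anti-CD3/anti-CD4-coated beads with anti-CD28 were added. Finally, after 18 h at 37 degrees C, EGFP and DsRed were imaged.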
# WRN inhibitor – inhibitors of human WRN helicase; WRN helicase unwinding, fluorescent forked duplex, kinetic; Potency, µM (titrated, usually from 114 µM), inactives show at the top dose activity change, negative = inhibition, usual class: inhibitors; AID 651768; 360,000 compounds, 0.46% hits; note: potency is the fitted concentration of half-maximal effect; % is set by controls: 0 for no effect and ±100 for the full control effect; nearly all actives have a fitted effect of over 55% in size
#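 Screening of the MLSMR collection measured strand separation of a quenched forked DNA duplex (100 nM) by 20 nM WRN with 2 mM ATP, all final. Compounds were preincubated with enzyme 15 min at room temperature.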
# EPAC2 ag – activates human EPAC2 exchange factor. Q8WZA2. EPAC2 activation, biochemical qHTS; response scale: 100% = 6.5 mM cAMP response. Potency, µM (doses to about 154 µM), for inactives: at the highest dose activation, actives largely listed as activators. 360,000 compounds, 0.079% hits; note: potency is the fitted concentration of half-maximal effect; nearly all actives have a fitted effect of over 50% in size
#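 Guanine nucleotide exchange by EPAC2 is measured as reduced fluorescence of BODIPY-GDP once it is released from 250 nM Rap1B. Plates are read kinetically for 30 min at room temperature; results are scaled to 6.5 mM cAMP.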
# PLK1 PBD inh – PLK1 (human) polo-box domain binding inhibition | P53350 | Plk1 PBD binding of FITC phosphopeptide, fluorescence polarization | Potency, µM, for the others: max response, negative = inhibition, actives largely listed as inhibitors | 360,000 compounds, 2.8% hits; note: potency is the fitted concentration of half-maximal effect; series mostly up to about 57 µM; % is set by controls: 0 for no effect and ±100 for the full control effect; nearly all actives have a fitted effect of over 65% in size
# Target sequence (P53350 whole entry, looked up, the tested form may be a part): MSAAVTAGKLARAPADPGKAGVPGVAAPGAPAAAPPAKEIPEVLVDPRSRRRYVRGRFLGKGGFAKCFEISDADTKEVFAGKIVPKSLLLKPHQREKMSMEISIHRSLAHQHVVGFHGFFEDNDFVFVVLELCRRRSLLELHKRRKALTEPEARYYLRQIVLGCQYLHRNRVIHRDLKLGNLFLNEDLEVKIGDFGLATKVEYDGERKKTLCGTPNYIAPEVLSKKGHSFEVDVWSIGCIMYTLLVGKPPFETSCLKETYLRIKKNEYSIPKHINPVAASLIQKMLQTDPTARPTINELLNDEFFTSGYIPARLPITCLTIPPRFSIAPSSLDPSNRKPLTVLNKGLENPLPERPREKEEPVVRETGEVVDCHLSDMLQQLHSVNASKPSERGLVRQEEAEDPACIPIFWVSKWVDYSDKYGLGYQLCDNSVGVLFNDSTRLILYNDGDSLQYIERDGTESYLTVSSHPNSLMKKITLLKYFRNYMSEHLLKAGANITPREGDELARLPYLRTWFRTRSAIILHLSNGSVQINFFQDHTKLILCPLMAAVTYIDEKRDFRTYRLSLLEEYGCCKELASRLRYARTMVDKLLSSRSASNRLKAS
# PI5P4K alpha inh – inhibitors of human PI5P4K alpha. P48426. PI5P4Kalpha enzyme, ADP-Glo luminescence, 60 min; active compounds read low. max response, %. 330,000 compounds, 1.2% hits; active = max response of -50% or lower; inconclusive = between -30% and -50%; inactive = -30% or higher; note: value at the top dose of about 77 µM; % is set by controls: 0 for no effect and ±100 for the full control effect
# Target sequence (P48426 whole entry, looked up): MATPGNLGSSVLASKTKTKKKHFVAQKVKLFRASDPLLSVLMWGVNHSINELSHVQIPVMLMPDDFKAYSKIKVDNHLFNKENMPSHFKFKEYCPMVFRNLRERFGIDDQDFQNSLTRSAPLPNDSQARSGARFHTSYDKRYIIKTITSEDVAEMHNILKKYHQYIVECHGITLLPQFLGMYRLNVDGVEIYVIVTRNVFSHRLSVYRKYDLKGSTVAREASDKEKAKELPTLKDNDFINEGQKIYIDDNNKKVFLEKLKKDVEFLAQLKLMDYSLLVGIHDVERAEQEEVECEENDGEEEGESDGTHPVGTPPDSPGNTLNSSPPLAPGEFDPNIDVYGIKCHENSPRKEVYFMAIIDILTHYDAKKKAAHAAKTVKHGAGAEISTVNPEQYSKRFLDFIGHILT
#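 Single end-point luminescence (ADP-Glo) quantified ADP from PI5P4Kalpha turnover; ATP 5 microM final, 1 h at RT, 0.1% CHAPS and 0.28 mM EGTA in HEPES pH 7.4.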
# Starred values were filed as active, the others as inactive; ? = inconclusive; . = not tested or not shown. Unless noted, calls come from the whole dose curve; as a rule, active = well fitted curve in the direction sought with a large enough effect; inconclusive = small, poorly fitted or top-dose-only effect, or another doubt; inactive = no such curve, though single readings can be large; an effect the other way counts as inactive or inconclusive. These rows are one share of the data; count on the stated rates, not on these rows.
SMILES,CCT modulator,EPAC1 ag,EPAC1 antag,IL-2 act,WRN inhibitor,EPAC2 ag,PLK1 PBD inh,PI5P4K alpha inh
C=CCN(C(=O)CSC1=NC(=O)CN1C(C)=O)c1nc(C)c(-c2ccccc2)s1,-2.6,11%,-13%,-4.8,-26%,9%,?,-1
C=CC[N+](C)(C)CC(=O)OCc1ccccc1,-0.4,7%,0%,-3.1,5%,1%,1%,-1
CCCc1cc(C(=O)Nc2cccc(Cl)c2)no1,-0.9,-9%,-10%,-2.0,4%,24%,0%,-7
CC1CCc2sc(C(=O)Nc3ccc(N4CCOCC4)cc3)cc2C1 (stereo not given),1.6,17%,-4%,0.8,-7%,0%,2%,-3
Cc1ccc2nc(-c3ccc(C#N)cc3)c(Cc3cccc(Cl)c3)n2c1,-0.2,10%,-1%,-1.0,-14%,15%,-3%,-3
Cc1cc(C)c(C)c(S(=O)(=O)NNC(=O)c2cccc(S(=O)(=O)N3CCOCC3)c2)c1C,0.6,-5%,-10%,1.2,-3%,4%,-3%,-4
COc1ccc(C(C)NS(=O)(=O)Cc2ccccc2)cc1 (stereo not given),1.0,-3%,1%,0.7,-17%,2%,-11%,-10
Clc1ccc(Cn2ncc3c(N4CCCCC4)ncnc32)c(Cl)c1,-1.3,8%,-8%,-4.4,-23%,11%,-5%,18
CCC(C(=O)N1CCc2cc(OC)c(OC)cc2C1)c1ccccc1 (stereo not given),2.6,10%,9%,-1.0,-2%,0%,-3%,0
C/C(=N\Nc1cc(C(F)(F)F)ccc1Cl)c1ccncc1,-1.4,-10%,-17%,0.4,-7%,-3%,-1%,5
Cc1ncsc1CCOC(=O)c1ccc([N+](=O)[O-])cc1,1.3,7%,0%,-1.1,1%,-2%,-9%,-2
Cn1c(SCC(=O)NCc2ccc(F)cc2)nc2ccccc21,-2.6,3%,-2%,-2.5,7%,1%,-28%,.
CCN(CC(=O)Nc1ccc(NC(C)=O)cc1)CC(=O)Nc1cc(C)on1,-5.2,6%,0%,-0.9,-3%,3%,-8%,-13
CCOc1ccc(C(C)NC(=S)NC2CCCCC2)cc1 (stereo not given),-0.5,3%,-13%,0.6,-4%,16%,-15%,0
Cc1ccc(-c2nc3ccccc3o2)cc1NC(=S)NC(=O)/C=C/c1ccco1,-3.3,15%,-19%,2.9,?,6%,-11%,?
Cc1nn(-c2ccccc2)c(Cl)c1C1C(C#N)=C(N)OC2=C1C(=O)CCC2 (stereo not given),-0.4,-2%,-10%,0.6,-6%,3%,-11%,-15
CCC(=O)NC1OC(CO)C(O)C(O)C1O (stereo not given),0.9,-6%,-1%,0.1,-4%,5%,-8%,1
CC1CN(c2ccc(Oc3ccccc3)cc2)c2nc3c(c(=O)n(CC(N)=O)c(=O)n3C)n2C1 (stereo not given),2.3,2%,-6%,-0.1,-5%,1%,-5%,5
On1nnc2ccc(C(F)(F)F)cc21,-3.3,3%,6%,-0.3,-3%,-1%,4%,0
O=C(/C=C/c1ccccc1Cl)c1ccc[nH]1,-4.0,-1%,-23%,-0.1,-21%,6%,-9%,-2
Cc1[nH]c(C)c(S(=O)(=O)N2CCCCC2C)c1C(=O)N1CCCC1 (stereo not given),-21,12%,-9%,-0.8,6%,6%,-9%,7
O=C(NCc1cccs1)C1CCC(=O)N1C1CCCCC1 (stereo not given),-0.2,10%,10%,1.8,-4%,-9%,3%,.
COc1ccccc1NC(=O)N(Cc1cc2cc(OC)c(OC)cc2[nH]c1=O)CC1CCCO1 (stereo not given),-1.3,3%,-6%,-0.4,-7%,4%,-8%,4
CCN=C1SC(C(=O)Nc2cccc(Br)c2)CC(=O)N1CC (stereo not given),1.9,-2%,12%,-1.4,2%,4%,2%,7
Cc1cc(=O)n(C)c2ccc(S(=O)(=O)N3CCOCC3)cc12,-0.6,13%,1%,0.9,-4%,5%,-1%,-4
CC1=C(C(=O)OCc2ccc3c(c2)OCO3)C(c2ccccc2)NC(=O)N1 (stereo not given),-1.6,7%,2%,-1.5,-2%,100µM*,-6%,.
O=C(NCCCN1CCC(Cc2ccccc2)CC1)C1CC(=O)N(C2CCCC2)C1 (stereo not given),0.1,-9%,-22%,-1.0,-1%,-8%,-6%,0
COc1cc(S(=O)(=O)NCc2ccccc2)ccc1-n1cnnn1,-2.0,0%,11%,0.4,2%,2%,5%,-8
Cc1nn(Cc2noc(C(=O)NCc3ccc(F)cc3)n2)c(C)c1Br,-2.3,-5%,4%,0.8,-7%,12%,2%,2
CCN(Cc1nc(-c2ccc(OC)c(OC)c2)no1)C(=O)c1ccc2c(c1)OCO2,-1.0,11%,-4%,2.4,-3%,10%,0%,0
Cc1ccc(S(=O)(=O)Nc2ccccc2C=Nc2cccc(C)c2C)cc1,-2.4,17%,?,0.0,?,1%,-8%,-5
CCOC(=O)CN1C(=O)N[C@@H](CCc2ccccc2)[C@H](C(=O)OC)[C@H]1C,0.0,-5%,9%,0.0,2%,1%,-4%,-3
C=CCn1c(SCC(=O)c2ccc(Br)cc2)nnc1C(CC(C)C)NC(=O)c1cccs1 (stereo not given),1.6,11%,-2%,-0.5,-1%,-3%,-6%,.
COc1ccc(-n2ccnc2SCC(=O)NCc2ccco2)c(OC)c1,-0.5,-8%,6%,1.0,-6%,-1%,-1%,-9
Cc1cc2nc3ccc(N(C)C)cc3nc2cc1N,-40*,10%,?,0.9,50µM*,8%,?,?
CCn1c(SCC(=O)Nc2ccc(C(C)=O)cc2)nc2nc3c(cc2c1=O)COC(C)(C)C3,-1.0,2%,-2%,0.1,-3%,8%,-6%,2
Cc1ccc2nc(-c3ccc(-c4ccccn4)s3)cn2c1,1.2,3%,20%,1.2,?,6%,-4%,-16
CCCn1cnc2cc(NC(=O)c3ccco3)ccc21,-0.5,9%,-3%,-2.2,9%,11%,-10%,1
COc1ccc2oc3cc(C)[n+]([O-])c(-c4ccc(Br)cc4)c3c2c1,0.4,-8%,-10%,0.6,0%,3%,0%,1
O=C(O)c1cccc(Nc2nc(N3CCOCC3)nc(N3CCOCC3)n2)c1,-0.1,8%,-3%,-2.2,-6%,7%,-7%,.
CCN1CCCC1CNCc1ccccc1OCc1ccc(F)cc1 (stereo not given),2.5,6%,0%,-3.0,16%,4%,0%,.
Cc1sc2c(c1C)CN(C(C)(C)C)CN2C(=O)c1ccccc1,-3.5,0%,-2%,-0.2,-2%,-8%,-6%,-7
COc1ccc([N+](=O)[O-])cc1NC(=O)C(C)OC(=O)/C=C/c1ccco1 (stereo not given),-1.4,8%,?,0.1,-9%,17%,-19%,-14
Cc1cccc(C)c1NC(=O)C1(C)CSCC(=O)N1CCCn1ccnc1 (stereo not given),.,10%,-25%,-0.6,1%,2%,-11%,0
OC(COc1ccccc1)CN1CCN(c2ncccn2)CC1 (stereo not given),-3.7,7%,-4%,-0.5,-4%,9%,-8%,.
O=C(NCC(=O)N1CCN(c2ccccc2)CC1)c1cccs1,2.5,-12%,17%,-2.1,4%,0%,3%,4
Cc1cc(C)c(S(=O)(=O)N2CCCOC2CNC(=O)C(=O)NCc2ccccn2)c(C)c1 (stereo not given),-3.0,4%,23%,3.4,-3%,3%,-6%,8
COc1ccc(NC(=O)c2ccc3ncsc3c2)c2ccccc12,-0.2,-9%,-10%,-4.1,-10%,-2%,1%,-5
CCOc1cccc(C(=O)N(Cc2cccc(F)c2)C2CCS(=O)(=O)C2)c1 (stereo not given),-4.3,6%,-10%,-3.1,-7%,6%,0%,0
CC1CC(C)CN(CC(C)(C)NS(=O)(=O)c2ccccc2)C1 (stereo not given),-4.0,6%,-9%,-2.7,-4%,10%,-8%,.

# The final 5 records of the part before come first, to join the parts.
SMILES,CCT modulator,EPAC1 ag,EPAC1 antag,IL-2 act,WRN inhibitor,EPAC2 ag,PLK1 PBD inh,PI5P4K alpha inh
O=C(NCC(=O)N1CCN(c2ccccc2)CC1)c1cccs1,2.5,-12%,17%,-2.1,4%,0%,3%,4
Cc1cc(C)c(S(=O)(=O)N2CCCOC2CNC(=O)C(=O)NCc2ccccn2)c(C)c1 (stereo not given),-3.0,4%,23%,3.4,-3%,3%,-6%,8
COc1ccc(NC(=O)c2ccc3ncsc3c2)c2ccccc12,-0.2,-9%,-10%,-4.1,-10%,-2%,1%,-5
CCOc1cccc(C(=O)N(Cc2cccc(F)c2)C2CCS(=O)(=O)C2)c1 (stereo not given),-4.3,6%,-10%,-3.1,-7%,6%,0%,0
CC1CC(C)CN(CC(C)(C)NS(=O)(=O)c2ccccc2)C1 (stereo not given),-4.0,6%,-9%,-2.7,-4%,10%,-8%,.
O=[N+]([O-])c1cc(/C=N\Nc2nc(-c3ccccc3)cs2)ccc1O,-1.3,1%,?,0.9,?,5%,?,-63*
CCc1ccc2oc(C(=O)N3CCN(c4ccc(OC)cc4)CC3)cc(=O)c2c1,0.9,-8%,?,0.7,-19%,-6%,0%,-10
CCOC(=O)C(C)(C)N(Cc1ccccc1C)S(=O)(=O)c1ccc(Cl)c([N+](=O)[O-])c1,-1.5,-5%,-27%,-3.5,-6%,8%,-10%,15
CC(=O)c1ccc(NC(=O)CSc2nc(N3CCOCC3)nc(N3CCOCC3)n2)cc1,-0.9,5%,6%,-1.2,-11%,-2%,-12%,0
CC(C)(C)S(=O)(=O)c1cnc(-c2cnccn2)nc1N,-0.5,1%,2%,1.8,-3%,3%,-3%,1
CCC(C)[C@H](NC(=O)C1CC(=O)N(c2ccc(OC)cc2)C1)C(=O)NC1CCCC1 (stereo not given in full),-1.3,-3%,-5%,-2.7,2%,-2%,-11%,4
Cc1cccc(NC(=O)CNC(=O)c2cccc(-n3cccc3)c2)c1C,2.1,-10%,-29%,-3.6,?,-1%,?,-80*
Cn1c(CNC(=O)c2ccccc2F)nnc1SCC(=O)c1ccccc1,-1.7,6%,19%,0.8,-31%,10%,-8%,3
CCCCn1c(N)c(N(CCC(C)C)C(=O)COC(=O)c2cccnc2OCC)c(=O)[nH]c1=O,-3.1,9%,-3%,0.1,1%,-10%,-10%,0
O=C(Nc1nnc(-c2ccc(F)cc2)o1)c1ccco1,-0.3,-29%,6%,3.2,1%,0%,-1%,-17
COc1ccc(C(CCN2CCOCC2)c2c(O)cc(OC)cc2OC)cc1 (stereo not given),-1.1,1%,-10%,0.8,-8%,1%,-3%,-1
O=C(NCCc1nnc2ccc(NCc3ccc(Cl)cc3)nn12)c1ccccc1,-0.6,5%,3%,-1.2,-2%,-2%,-1%,1

# High-throughput results deposited in PubChem by National Center for Advancing Translational Sciences (NCATS).
